Source: PubChem (Small Molecule Screening Facility, UW Madison)
RMI FANCM FP – disruptors of RMI1/RMI2 association with MM2 peptide – biochemical, fluorescence polarization, human, primary screen; RMI core complex (RMI1/RMI2) binding to FANCM MM2 peptide, human; RMI core complex with F-MM2 peptide; active compounds read low; FP signal (polarization) at 33 µM; 70,000 compounds, 0.58% hits; AID 1159607, 2016; in the data active = FP signal below about 40; also: inactives centre near 61; strong numbers were not always called active; unit not given here
Active calls of the source: *; & = joins results of further samples. The list is partial; rates above refer to the full screens.

Sample of the layout, 6 compounds:
Screening Cn1c(Cc2nc(-c3cnccn3)no2)n[nH]c1=S returned RMI FANCM FP 53.
Screening N#C/C(=C\c1ccc(-c2ccc(S(N)(=O)=O)cc2)o1)S(=O)(=O)c1ccc(Cl)cc1 returned RMI FANCM FP -21.
Screening O=C(/C=C/c1ccccc1)Nc1nc(-c2cc3ccccc3oc2=O)cs1 returned RMI FANCM FP 110.
Screening COc1ccc(N2CCN(S(=O)(=O)N3CCOCC3)CC2)cc1 returned RMI FANCM FP 59.
Screening Cc1ccc2oc(C(=O)O)cc(=O)c2c1 returned RMI FANCM FP 59.
Screening CC(=O)N1CCc2cc(S(=O)(=O)N=S(C)(=O)c3ccc(C)cc3)ccc21 (stereo unspecified) returned RMI FANCM FP 53.

The whole of this part, repeating the preview:
Screening Cn1c(Cc2nc(-c3cnccn3)no2)n[nH]c1=S returned RMI FANCM FP 53.
Screening N#C/C(=C\c1ccc(-c2ccc(S(N)(=O)=O)cc2)o1)S(=O)(=O)c1ccc(Cl)cc1 returned RMI FANCM FP -21.
Screening O=C(/C=C/c1ccccc1)Nc1nc(-c2cc3ccccc3oc2=O)cs1 returned RMI FANCM FP 110.
Screening COc1ccc(N2CCN(S(=O)(=O)N3CCOCC3)CC2)cc1 returned RMI FANCM FP 59.
Screening Cc1ccc2oc(C(=O)O)cc(=O)c2c1 returned RMI FANCM FP 59.
Screening CC(=O)N1CCc2cc(S(=O)(=O)N=S(C)(=O)c3ccc(C)cc3)ccc21 (stereo unspecified) returned RMI FANCM FP 53.
O=C(C1CCCCN1S(=O)(=O)c1cccs1)N1CCc2ccccc2C1 (stereo unspecified) was read as RMI FANCM FP 53.
`O=C(CS(=O)(=O)c1ccccc1)Nc1ccccc1Oc1ccccc1` gave RMI FANCM FP 53.
For Cc1ccc(NC(=O)CC2CCCCN2S(=O)(=O)c2ccc(F)cc2)cc1Cl (stereo unspecified) the results were RMI FANCM FP 73.
For Cc1ccc(C2SCCN2S(=O)(=O)c2ccc(I)cc2)cc1 (stereo unspecified) the results were RMI FANCM FP 61.
`COc1ccc(CCNC(=O)C(=O)NCC2OCCCN2S(=O)(=O)c2cccs2)cc1OC` (stereo unspecified) gave RMI FANCM FP 62.
O=C(Nc1nnc(Cc2ccc(Cl)s2)o1)c1ccco1 was read as RMI FANCM FP 68.
COc1ccc2[nH]cc(C(=O)O)c(=O)c2c1 was read as RMI FANCM FP 58.
`COc1ccc(CCNC(=O)c2ccc(-c3ccccc3Cl)o2)cc1` gave RMI FANCM FP 59.
Screening CCOc1ccccc1NC(=O)Cn1nc(-c2ccccc2)c2sc(N3CCOCC3)nc2c1=O returned RMI FANCM FP 64.

6 entries already listed, arranged by formula weight, rising:
Screening Cc1ccc2oc(C(=O)O)cc(=O)c2c1 returned RMI FANCM FP 59.
O=C(Nc1nnc(Cc2ccc(Cl)s2)o1)c1ccco1 was read as RMI FANCM FP 68.
Screening COc1ccc(N2CCN(S(=O)(=O)N3CCOCC3)CC2)cc1 returned RMI FANCM FP 59.
`O=C(CS(=O)(=O)c1ccccc1)Nc1ccccc1Oc1ccccc1` gave RMI FANCM FP 53.
Screening O=C(/C=C/c1ccccc1)Nc1nc(-c2cc3ccccc3oc2=O)cs1 returned RMI FANCM FP 110.
For Cc1ccc(NC(=O)CC2CCCCN2S(=O)(=O)c2ccc(F)cc2)cc1Cl (stereo unspecified) the results were RMI FANCM FP 73.

Continuation.
For O=C(NCCc1ccc(N2CCCC2)cc1)c1cc2ccccc2oc1=O the results were RMI FANCM FP 74.
Screening COc1ccc(N2CC(NC(=O)NC3CCCCCC3)CC2=O)cc1OC (stereo unspecified) returned RMI FANCM FP 58.
For COc1ccc(C(CNS(=O)(=O)CCc2ccccc2)N2CCOCC2)cc1 (stereo unspecified) the results were RMI FANCM FP 52.
For O=C(NCCc1ccccc1)c1csc(Nc2ccccc2)n1 the results were RMI FANCM FP 64.
CCOc1ccc(-c2ccc(N3CCN(C(=O)Nc4ccc(F)c(F)c4)CC3)nn2)cc1 was read as RMI FANCM FP 107.
For NC(=O)c1ccc(NC(=O)C(=O)NCc2ccco2)cc1 the results were RMI FANCM FP 70.
Screening CC(=O)N1N=C(c2ccncc2)OC1c1cn(-c2ccccc2)nc1-c1cccs1 (stereo unspecified) returned RMI FANCM FP 42.
`C/C(=C/C(=O)O)C(=O)Nc1nc(-c2ccc(Cl)cc2)cs1` gave RMI FANCM FP 67.
`C=CCNC(=O)CSc1nnnn1-c1ccccc1CC` gave RMI FANCM FP 54.
For COC(=O)c1sc2ccccc2c1NC(=S)NC(=O)c1ccc(Cl)cc1 the results were RMI FANCM FP 63.
For Cn1c(=O)c2c(nc(Oc3cccc4cccnc34)n2C)n(C)c1=O the results were RMI FANCM FP 54.
COc1ccc(S(=O)(=O)N(C)CCCC(=O)O)cc1N(C)S(=O)(=O)c1ccccc1 was read as RMI FANCM FP 66.
`CCCC(C(=O)OCCN(CC)CC)(c1ccccc1)c1ccccc1` gave RMI FANCM FP 69&65&46.
Cc1cccc(S(=O)(=O)Nc2ccc(-c3ccc4nnc(-c5ccccn5)n4n3)cc2)c1 was read as RMI FANCM FP 62.
`O=C(Nc1ccc(F)cc1F)N1CCN(c2ccc3nnc(C4CC4)n3n2)CC1` gave RMI FANCM FP 69.
Screening CCSc1ccc(Cc2nnc(NC(=O)c3cc(C)on3)o2)cc1 returned RMI FANCM FP 66.
Screening CCc1ccc(S(=O)(=O)Nc2ccc([N+](=O)[O-])c3ccccc23)cc1 returned RMI FANCM FP 55.
For Cc1cc(C)c2c(n1)sc1c(=O)n(CC(=O)Nc3cccc(C(F)(F)F)c3)cnc12 the results were RMI FANCM FP 111.
For O=C(Nc1cccnc1)C1CCCS1 (stereo unspecified) the results were RMI FANCM FP 55.
Screening Cc1cccc(N/N=C(\C#N)c2nc(-c3ccc(F)cc3)cs2)c1C returned RMI FANCM FP 81.
COC(=O)C1=C(C)N(CCC2=CCCCC2)C(=O)/C1=C\c1cccs1 was read as RMI FANCM FP 56.
Screening COc1ccc(Oc2cccc(Cl)c2CNC(=O)CSCC(=O)O)cc1 returned RMI FANCM FP 54.
CCOC(=O)CCC(=O)O[C@H]1[C@H](O[C@@H]2[C@@H](C)[C@H](O[C@H]3C[C@@](C)(OC)[C@@H](O)[C@H](C)O3)[C@@H](C)C(=O)O[C@H](CC)[C@@](C)(O)[C@H](O)[C@@H](C)C(=O)[C@H](C)C[C@@]2(C)O)O[C@H](C)C[C@@H]1N(C)C was read as RMI FANCM FP -23*.
CCOc1ccc(-c2cc(=O)n(CC(=O)OC)cn2)cc1 was read as RMI FANCM FP 61.
Cc1ccc(S(=O)(=O)N2CCN(C(=S)Nc3ccccc3)CC2)cc1 was read as RMI FANCM FP 61.
`O=C(O)C(c1ccc(Cl)cc1)c1ccc(Cl)cc1` gave RMI FANCM FP 50.
Screening CCN1C(=O)c2cccc3c(NC(=O)Nc4cccc(Cl)c4)ccc1c23 returned RMI FANCM FP 73.
`CCCCc1ccc(C(=O)Nc2sccc2C#N)cc1` gave RMI FANCM FP 60.
Screening CN(C)c1ccc(CCNC(=O)C23CC4CC(CC(C4)C2)C3)cc1 returned RMI FANCM FP 71.
For O=C1OC2(O)C3C4C=CC(C4)C3C(=O)N2c2c(Br)cc(Br)cc21 (stereo unspecified) the results were RMI FANCM FP 55.
Screening C#C[C@]1(O)CC[C@H]2[C@@H]3CCC4=CC(=O)CC[C@@H]4[C@H]3CC[C@@]21C returned RMI FANCM FP 60&59.
Screening O=C(CCCS(=O)(=O)c1ccc(Cl)cc1)Nc1nc(-c2ccc([N+](=O)[O-])cc2)cs1 returned RMI FANCM FP 55.
Screening COc1ccc(C)c2sc(NC(=O)CCCS(=O)(=O)c3ccccc3)nc12 returned RMI FANCM FP 66.
Screening Cc1nc2cc(NS(=O)(=O)c3ccc(C(C)(C)C)cc3)ccc2s1 returned RMI FANCM FP 73.
O=C(/C=C/c1ccccc1)NNC(=O)c1sccc1-n1cccc1 was read as RMI FANCM FP 45.
Screening NCCc1ccn[nH]1 returned RMI FANCM FP 59.
CCCSc1ccc([N+](=O)[O-])c(NC(=NCCS(=O)(=O)O)NC(=O)OC)c1 was read as RMI FANCM FP 54.
`Cc1ccc(S(C)(=O)=NC(=O)CSc2ccc(Cl)cc2)cc1` (stereo unspecified) gave RMI FANCM FP 55.
`CC(c1ccco1)N(C(=O)c1cc([N+](=O)[O-])cc([N+](=O)[O-])c1)c1ccccn1` (stereo unspecified) gave RMI FANCM FP 56.
For COc1cc(C2=N/C(=C/C=C/c3ccccc3)C(=O)O2)cc(OC)c1OC the results were RMI FANCM FP 58.
`COc1ccc(-c2cc(-c3ccccc3)[nH]c(=O)c2C#N)cc1` gave RMI FANCM FP 83.
For COc1ccc(NC(=O)CSc2ccc(NC(=O)c3cccc(F)c3)nn2)cc1 the results were RMI FANCM FP 70.
COc1cccc(C(=O)CSc2ccc(NC(=O)c3ccco3)nn2)c1 was read as RMI FANCM FP 79.
Screening CCOc1cccc2sc(NC(=O)Cc3ccc(Cl)cc3)nc12 returned RMI FANCM FP 73.
Screening CCCCCC(=O)NNC(=S)NCC(Cl)Cc1cccc(C(F)(F)F)c1 (stereo unspecified) returned RMI FANCM FP 62.
`COc1cc(NC(=O)N2CCN(c3ccc(-c4ccco4)nn3)CC2)cc(OC)c1OC` gave RMI FANCM FP 69.
`O=C(Cc1ccccc1)N1CCN(c2ccc(N3CCOCC3)nn2)CC1` gave RMI FANCM FP 56.
Screening CS(=O)(=O)N1CCN(c2ncc(C(F)(F)F)cc2Cl)CC1 returned RMI FANCM FP 55.
Screening Cc1nnc(NC(=O)CSc2nc(N)c(NC(=O)c3cccs3)c(=O)[nH]2)s1 returned RMI FANCM FP 57.
For O=C(OCc1cc(-c2ccccc2)on1)C1CC(=O)N(c2ccccc2)C1 (stereo unspecified) the results were RMI FANCM FP 56.
`CC(C)N1CCc2c(sc(NC(=O)C3CC(=O)N(c4ccc(F)cc4)C3)c2C(N)=O)C1` (stereo unspecified) gave RMI FANCM FP 61.
For COc1ccc(-c2noc(Cn3cnc4c(nnn4-c4ccccc4)c3=O)n2)c(OC)c1 the results were RMI FANCM FP 151.
COc1ccc(C2=NN(C(=O)CSc3nc4c(c(=O)n3-c3ccccc3)SCC4)C(c3ccc(F)cc3)C2)cc1 (stereo unspecified) was read as RMI FANCM FP 66.
Screening O=C(NNC(=S)NC(=O)c1cccs1)c1ccncc1 returned RMI FANCM FP 57.
For CCCOc1ccc(-c2csc(NC(=O)c3cccc4ccccc34)n2)cc1 the results were RMI FANCM FP 57.
C=C(C)C(=O)Nc1ccc(Oc2ccccc2F)nc1 was read as RMI FANCM FP 57.
O=C1c2cccc3cccc(c23)C(=O)N1CC1CCC(CN2C(=O)c3cccc4cccc(c34)C2=O)CC1 (stereo unspecified) was read as RMI FANCM FP 55.
O=C(Nc1nnc(C2CCCO2)o1)c1nc2ccccc2s1 (stereo unspecified) was read as RMI FANCM FP 59.
For Cc1onc(-c2ccccc2Cl)c1C(=O)Nc1nnc(-c2cc(Cl)sc2Cl)o1 the results were RMI FANCM FP 67.
For CN(Cc1ccccc1)S(=O)(=O)c1ccc(C(=O)Nc2nccs2)cc1 the results were RMI FANCM FP 76.
`CC(C)NCC(O)c1ccc2ccccc2c1` (stereo unspecified) gave RMI FANCM FP 57&59.
For Cc1cc(C(=O)Nc2nnc(-c3ccccc3)o2)on1 the results were RMI FANCM FP 61.
Cc1ccc(C)c(N2CCN(S(=O)(=O)c3ccsc3C(=O)NCc3ccco3)CC2)c1 was read as RMI FANCM FP 66.
`CC1CCN(C(=O)Cc2cc(=O)[nH]c(SCc3ccccc3)n2)CC1` gave RMI FANCM FP 66.
Screening Cc1ccc(C)c(NC(=O)C(=O)NCC(c2cccn2C)N2CCc3ccccc3C2)c1 (stereo unspecified) returned RMI FANCM FP 65.
Screening O=C(NCCn1ncc2c(N3CCCC3)ncnc21)C(=O)c1c[nH]c2ccccc12 returned RMI FANCM FP 57.
For Cn1nc(-c2ccccc2)[nH]c1=O the results were RMI FANCM FP 55.
Screening COc1ccccc1CNC(=O)C(=O)Nc1ccc(C)cc1[N+](=O)[O-] returned RMI FANCM FP 51.
O=C1C(F)=C(Cl)C(=O)C(Cl)=C1F was read as RMI FANCM FP 51.
`CCOc1ccc(-c2noc(CSc3nc(CC)cc(=O)[nH]3)n2)cc1` gave RMI FANCM FP 64.
Screening CC(=O)Nc1cc2cc(NS(=O)(=O)c3ccc(C)cc3)ccc2oc1=O returned RMI FANCM FP 56&64.
Screening CCOC(=O)c1cnn(-c2cc(C)c3ccccc3n2)c1N=CN(C)C returned RMI FANCM FP 72.
O=C(NNC(=O)c1cccn(Cc2ccc(Cl)c(Cl)c2)c1=O)c1ccccc1F was read as RMI FANCM FP 62.
For CCOC(=O)CC(=O)Nc1ccn(C)n1 the results were RMI FANCM FP 49.
Cc1cc(Cl)ccc1OCC(O)CN1CCC(CN2C(=O)c3cccc4cccc(c34)C2=O)CC1 (stereo unspecified) was read as RMI FANCM FP 65.
COc1cc(OC)cc(C(=O)Nc2nc(CC(=O)N3c4ccccc4CC3C)cs2)c1 (stereo unspecified) was read as RMI FANCM FP 84.
Screening CCCCc1ccc(NC(=O)Nc2cn(C)c3ccccc23)cc1 returned RMI FANCM FP 56.
`Cc1cc(C(=O)Nc2nc(-c3ccccc3)c(C(=O)c3ccccc3)s2)nn1C` gave RMI FANCM FP 67.
`CC(=O)N1CCc2cc(NC(=O)CSc3ncnc4sc5c(c34)CCCC5)ccc21` gave RMI FANCM FP 72.
COc1ccc(NC(=O)c2sccc2S(=O)(=O)N2CCN(c3cc(C)ccc3C)CC2)cc1 was read as RMI FANCM FP 77.
`O=C(Nc1ccc(Cl)cc1)ON=C1CC2CCCC(C1)N2Cc1ccccc1` gave RMI FANCM FP 63.
